# ZTA counter – counter-screen for EBNA-1 inhibitors: inhibitors of Epstein-Barr virus ZTA; inhibition, % at 11 µM; AID 2234; ZTA-DNA binding, fluorescence polarization; 320,000 tested, 0.15% active; P03206; in the data active means inhibition above about 33%
# Target sequence (P03206 whole entry, looked up): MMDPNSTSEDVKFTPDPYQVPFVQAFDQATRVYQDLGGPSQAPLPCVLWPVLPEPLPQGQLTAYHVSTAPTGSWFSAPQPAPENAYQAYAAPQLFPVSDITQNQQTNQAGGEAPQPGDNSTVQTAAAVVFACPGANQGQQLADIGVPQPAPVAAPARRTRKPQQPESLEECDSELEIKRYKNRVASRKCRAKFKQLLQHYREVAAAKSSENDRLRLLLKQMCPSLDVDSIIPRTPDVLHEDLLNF
# Bcl-xL primary – blocks human Bcl-xL binding to Bim BH3 peptide; 320,000 tested, 0.7% active; GST-Bcl-xL / FITC-Bim BH3 peptide fluorescence polarization; inhibition, % at 10.9 µM; AID 2129; Q07817;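 active means inhibition above the mean of all tested compounds plus 3 SD, cutoff set per campaign, cut at about 30% in these data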;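 further: 0% = DMSO wells and 100% = unlabeled Bim-BH3 peptide competitor; inhibitors lower millipolarization by displacing the labeled peptide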
# Target sequence (Q07817 whole entry, looked up): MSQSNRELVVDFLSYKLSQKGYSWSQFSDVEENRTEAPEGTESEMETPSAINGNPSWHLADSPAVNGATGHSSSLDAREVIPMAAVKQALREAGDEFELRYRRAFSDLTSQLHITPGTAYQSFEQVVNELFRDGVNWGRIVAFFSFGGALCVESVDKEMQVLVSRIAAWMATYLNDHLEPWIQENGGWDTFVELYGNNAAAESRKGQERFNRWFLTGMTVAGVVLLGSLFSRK
# GLD-1 TGE inh – GLD-1-TGE RNA interaction inhibition (C. elegans). 320,000 tested, 0.44% active. AID 2280. purified GLD-1 + fluorescein TGE RNA, fluorescence polarization. inhibition, % at 5.96 µM. Q17339;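 active means percent inhibition above a per-plate cutoff, the plate mean of test compounds plus 3 SD, cut at about 30% in these data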;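 further: 0% = DMSO wells with GLD-1 and probe and 100% = wells lacking GLD-1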
# Target sequence (Q17339 whole entry, looked up): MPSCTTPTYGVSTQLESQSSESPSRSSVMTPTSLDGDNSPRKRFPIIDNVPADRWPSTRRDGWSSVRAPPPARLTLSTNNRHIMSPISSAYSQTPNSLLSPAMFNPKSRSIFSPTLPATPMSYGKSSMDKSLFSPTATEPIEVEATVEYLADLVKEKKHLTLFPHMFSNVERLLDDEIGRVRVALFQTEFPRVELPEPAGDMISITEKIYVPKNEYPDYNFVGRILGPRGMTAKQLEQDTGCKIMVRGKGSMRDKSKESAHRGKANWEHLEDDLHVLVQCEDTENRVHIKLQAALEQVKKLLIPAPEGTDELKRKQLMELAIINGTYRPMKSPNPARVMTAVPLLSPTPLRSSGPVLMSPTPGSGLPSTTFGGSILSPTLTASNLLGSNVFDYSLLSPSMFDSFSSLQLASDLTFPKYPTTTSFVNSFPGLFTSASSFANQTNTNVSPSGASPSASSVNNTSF
# MCL1-BIM inh – MCL1-BIM-BH3 interaction inhibition (human). Q07820. GST-MCL1 / FITC-Bim-BH3 fluorescence polarization. inhibition, % at 10.9 µM. 320,000 tested, 0.68% active. AID 2057;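 active means inhibition above the mean inhibition of all tested compounds plus 3 SD, set per campaign, cut at about 40% in these data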;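 further: 0% = DMSO wells and 100% = unlabeled Bim-BH3 peptide control; higher means more loss of mP so more displacement of Bim peptide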
# EBNA-1 inh – blocks EBNA-1 binding to DNA | AID 1950 | inhibition, % at 14.8 µM | EBNA-1 DNA binding, fluorescence polarization | 300,000 tested, 0.34% active; in the data active means inhibition above about 28%
# Efflux pump mplx – inhibitors of Candida antifungal efflux pumps expressed in yeast; S. cerevisiae Candida pump triplex, Nile Red efflux; 330,000 tested, 0.44% active; inhibition, % at 10 µM;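 active means plate passing quality check with inhibition over a set limit, or well fluorescence over plate mean plus 4 SD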;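 further: Nile Red retained in pooled yeast measured as flow cytometry median fluorescence; 0% = buffer negative control and 100% = Enniatin B positive control; higher means more Nile Red kept so more efflux inhibition; some compounds called inactive have numbers as strong as hits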
# MEX-5 binding – C. elegans MEX-5 TCR-2 RNA binding activity; Q9XUB2; MEX-5/FITC-TCR2 RNA binding, fluorescence polarization; stronger effect = lower value; activity score (negative = inhibition of binding), % at 10 µM; 300,000 tested, 0.38% active;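 active means inhibition past about -25% in most replicates, and total fluorescence under double the plate's negative control median, limit read from the data; inconclusive means replicates evenly split on the limit, or fluorescence at least double controls; inactive means too little inhibition in most replicates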;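 further: 0% = DMSO and -100% = 5 µM competing unlabeled TCR2 RNA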
# CR mimetic SO – caloric restriction mimetics inhibiting age-related superoxide in yeast; S. cerevisiae aged cells, superoxide DHE fluorescence; stronger effect = lower value; superoxide response (% of plate mean), % at 10 µM; 330,000 tested, 0.18% active; AID 2690;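 active means superoxide response under a set limit, about three screen SD below normal, cut at about 65% in these data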;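 further: yeast aged for seven days with compound at 30 °C before DHE staining; 100% = average MFI of all compound-treated wells on the plate with controls excluded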
# Fam108B inh – blocks mouse Fam108B hydrolase in RBBP9 counter-screen; recombinant Fam108B, FP-Rh probe fluorescence polarization; inhibition, % at 9.51 µM; 300,000 tested, 0.33% active; AID 1947;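 active means inhibition above the screen mean inhibition plus 3 SD, computed separately per campaign, cut at about 18% in these data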;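 further: inhibitors lower polarization as less probe binds the enzyme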
# Active calls of the source: *; ? = inconclusive; / = no result given.
SMILES,ZTA counter,Bcl-xL primary,GLD-1 TGE inh,MCL1-BIM inh,EBNA-1 inh,Efflux pump mplx,MEX-5 binding,CR mimetic SO,Fam108B inh
CCN(CC)CCn1c(NCc2nc3ccccc3n2Cc2ccccc2)nc2ccccc21,-12,0,5,-3,-5,0.5,2.0,94,0
Cc1csc2ncnc(N3CCN(C(=O)Nc4ccc(OC(F)(F)F)cc4)CC3)c12,0,3,6,-2,-6,-0.2,-0.6,99,-3
COc1ccc(-c2nnc(C3CCN(S(=O)(=O)c4ccccc4)CC3)o2)cc1,5,-5,-1,-1,-6,0.2,0.3,113,0
COc1ccccc1N(C(=O)c1ccco1)C(C(=O)NC1CCCC1)c1ccc(N2CCOCC2)cc1 (centres undefined),5,9,4,6,2,0.0,-2.4,106,0
COc1ccc(C(=O)NCC(=O)OCCCOC(=O)CNC(=O)c2ccc(OC)c(OC)c2)cc1OC,8,-2,4,-14,6,0.0,0.6,100,-1
CCCCC(=O)N1CCCC(c2nc(-c3cccc(OC)c3)no2)C1 (centres undefined),21,3,-2,3,3,0.0,1.7,112,-1
Cc1cccc(N(C)C(=O)CN(C)S(=O)(=O)c2ccc3c(c2)c(=O)n(C)c(=O)n3C)c1,1,0,-1,3,7,-0.1,-2.2,102,2
CCCN(CC(=O)Nc1ccccc1C)C(=O)c1cccc(S(=O)(=O)N2CCc3ccccc3C2)c1,-3,3,9,3,-3,0.1,-1.7,93,1
CN1CCN(S(=O)(=O)c2ccc(-c3ccccc3)cc2)CC1,-6,3,12,2,-8,-0.2,2.2,98,1
O=C(N[C@@H](Cc1ccccc1)C(=O)NC1CC1)c1ccc(Cl)cc1,11,1,2,-1,8,-0.1,1.3,95,-1
CCOC(=O)/C(=N\Nc1ccc(C(C)=O)cc1)c1csc(Nc2ccccc2)n1,-4,-5,-21,-21,-7,0.3,?,109,3
COC(=O)N1CC(C)N(C(=O)OC)CC1C (centres undefined),-13,3,3,3,-9,0.0,0.5,102,-2
CCCCOc1ccc(C(=O)NN2C(=O)NC3(CCCCC3)C2=O)cc1OC,-16,3,0,-2,1,-0.1,2.7,84,-1
Cc1cccc(-c2nc(S(=O)(=O)c3ccc(F)cc3)c(NCCCN3CCOCC3)o2)c1,9,5,-4,8,5,7.4*,2.1,90,3
CCCSc1nnc(Sc2nnnn2-c2ccccc2)s1,1,2,4,0,-1,-0.1,0.5,77,-1
CCn1nnc(NC(=O)c2ccc([N+](=O)[O-])o2)n1,-4,5,7,3,-3,0.1,-2.5,117,-2
Fc1ccc(N2CCN(Cc3cnc(Cl)s3)CC2)cc1,8,6,-6,6,6,-0.1,-1.7,89,2
O=C(OC1CCCCC1=O)c1ccc(F)c(S(=O)(=O)N2CCOCC2)c1 (centres undefined),0,-3,8,-3,-9,0.0,1.0,97,0
O=C/C(=C\Nc1ccc(S(=O)(=O)CCO)cc1)c1nc2cc(Cl)ccc2o1,9,-4,-7,-10,11,-0.1,-4.4,102,5
Cc1ccc(NC(=O)N2CCCC2C(=O)Nc2ccc3c(c2)OCO3)cc1 (centres undefined),-4,4,3,6,-3,0.0,1.6,97,2
Cc1ccc(NS(=O)(=O)c2cc(N)ccc2Cl)c(C)c1,5,5,-2,-6,4,0.0,1.0,111,5
Cc1ccc(N(C)S(=O)(=O)c2cccc(C(=O)NNC(=O)c3ccncc3)c2)cc1,-14,2,5,4,/,0.1,/,129,/
Cc1nc(SCC(=O)NCC2CCCO2)c2oc3ccccc3c2n1 (centres undefined),-5,1,7,2,-3,-0.1,-0.6,101,3
O=C(Nn1cnnc1)c1cc2cc(Br)ccc2oc1=O,-9,6,7,7,0,-0.1,0.9,106,-2
O=C(COc1ccccc1[N+](=O)[O-])N/N=C/C=C/c1ccco1,1,6,6,6,6,-0.1,-1.1,106,0

# Next part:
SMILES,ZTA counter,Bcl-xL primary,GLD-1 TGE inh,MCL1-BIM inh,EBNA-1 inh,Efflux pump mplx,MEX-5 binding,CR mimetic SO,Fam108B inh
COc1cc(NC(=O)Nc2ccc(C)cc2)cc([N+](=O)[O-])c1,-11,2,3,-8,9,-0.3,-1.8,96,13
N=C1C(=O)OCC1c1ccccc1NC(=O)c1ccccc1 (centres undefined),3,11,0,9,-12,0.1,/,121,-3
O=C(NCCC1=CCCCC1)C1CCN(S(=O)(=O)c2cccs2)CC1,3,-2,-8,-3,-5,0.0,0.0,88,-1
NC(=S)Nc1ccc(Oc2ccc(NC(N)=S)cc2)cc1,1,-1,0,1,2,0.0,0.8,100,0
COc1ccc(-n2cc(CN(C)CCO)c(-c3cccc(F)c3)n2)cc1,-18,1,-1,5,12,-0.3,-2.2,79,2
CN(CC(=O)Nc1ccc(Cl)cc1F)C1CCS(=O)(=O)C1 (centres undefined),7,1,1,-1,/,0.1,/,91,/
O=C(COC(=O)CCCc1c[nH]c2ccccc12)Nc1ccc2c(c1)OCO2,-4,-4,0,0,-6,0.2,-1.5,93,0
CCOc1cc(NC(=O)c2ccco2)c(OCC)cc1NC(=O)Cc1cccc(OC)c1,16,10,-1,4,6,0.1,-2.8,90,11
CCOC(=O)c1cnn(CCOC(=O)c2cccc(F)c2)c1NC(=O)c1cccc(F)c1,22,4,-3,-6,13,0.0,-2.9,103,2
CC1(C)CC(=O)C2=C(C1)N(c1ccc(F)cc1)C(=O)C2(O)C(F)(F)F (centres undefined),-12,4,1,3,13,-0.6,1.2,74,-1
CCOC(=O)c1c(C)[nH]c(C)c1C(=O)COC(=O)c1ccccc1O,-3,1,2,-2,-8,-0.1,/,104,-2
Cc1cccc2c1NC(=O)C2(O)N1CCCC(C)C1 (centres undefined),4,1,1,4,-7,0.0,0.6,101,2
Nc1c2c(nc3ccn(Cc4ccccc4)c(=O)c13)CCC2,4,2,-8,4,-3,0.0,-1.1,98,0
O=C(Nc1ncccn1)c1cc(-c2cccc(Br)c2)nc2ccccc12,9,4,6,2,5,-0.1,0.1,97,-1
COc1ccc2c(c1)CCc1c(C(=O)NCCCn3ccnc3)noc1-2,-6,1,-3,6,-2,0.0,2.0,89,-2
O=C(O)/C=C\C(=O)O,16,9,6,9,8,0.0,/,94,-3
COc1cc(CN2CCN(S(=O)(=O)c3ccc(F)cc3)CC2)cc(OC)c1OC,-11,4,4,4,-2,0.0,1.1,101,0
CCOC(=O)c1c(NC(=O)c2cccc(N3C(=O)CCC3=O)c2)sc2c1CCN(CC)C2,5,2,-1,-1,7,-0.1,3.5,80,-1
CCc1cccc(C)c1NC(=O)COC(=O)C1CCN(S(=O)(=O)c2ccccc2)CC1,8,-3,9,3,5,0.0,-0.7,103,0
CCC(=O)n1nc(-c2ccc(Cl)cc2)nc1NCc1ccccc1,3,0,0,2,-10,0.4,0.5,108,1
CCOC(=O)Nc1nc(-c2ccc(Cl)cc2Cl)cs1,1,-1,-2,2,5,0.0,-1.9,100,-12
COc1ccc([N+](=O)[O-])cc1NS(=O)(=O)c1ccc(Cl)c(C(=O)Nc2sc3c(c2C#N)CCCCC3)c1,-13,-1,0,-2,-2,0.1,-2.0,105,-8
CC(C)CCOc1ccc(C(=O)N2CCN(c3ncccn3)CC2)cc1,-13,8,-1,2,-8,3.5*,0.3,100,1
C=C(C)CSc1nnc2n(C)c(=O)c3c4c(sc3n12)CCC4,8,-7,1,-3,-2,0.1,0.0,121,3
C=CCSc1nnc(CC(OC)OC)n1-c1ccccc1,-3,0,-2,6,6,-0.1,3.9,105,2

# Structures above that bear a hit mark in Efflux pump mplx:
Compound,Bcl-xL primary,GLD-1 TGE inh,MCL1-BIM inh,EBNA-1 inh,Efflux pump mplx,MEX-5 binding
Cc1cccc(-c2nc(S(=O)(=O)c3ccc(F)cc3)c(NCCCN3CCOCC3)o2)c1,5,-4,8,5,7.4*,2.1
CC(C)CCOc1ccc(C(=O)N2CCN(c3ncccn3)CC2)cc1,8,-1,2,-8,3.5*,0.3

# Further compounds:
SMILES,ZTA counter,Bcl-xL primary,GLD-1 TGE inh,MCL1-BIM inh,EBNA-1 inh,Efflux pump mplx,MEX-5 binding,CR mimetic SO,Fam108B inh
Nc1nc2nccc(-c3ccc(Cl)cc3)n2n1,-5,-1,12,1,9,-0.1,/,99,-3
Cc1cc(C)c(C)c(S(=O)(=O)NCc2ccc(C(=O)N3CCCC3)cc2)c1C,-13,6,4,7,10,-0.1,-5.7,100,2
CN(NS(=O)(=O)c1ccc(Cl)cc1)c1nc(C(F)(F)F)nc2ccccc12,10,-2,-12,-9,8,-0.1,2.6,112,0
N#Cc1c2c(c(-c3ccco3)[nH]c1=O)CCCC2,-15,17,5,12,2,-0.1,-2.8,86,-1
CCCc1c(C(=O)N/N=C/c2ccc(OC)c(OCc3ccccc3)c2)nnn1-c1nonc1N,-8,4,4,5,-10,0.3,0.1,91,-6
COc1cccc(CNC(=O)CCC2CCCN(Cc3ccc(OC(F)F)cc3)C2)c1 (centres undefined),14,2,-1,0,6,-0.1,-1.8,101,1
O=C(NC(=S)NNC(=O)c1ccccc1O)c1cccc([N+](=O)[O-])c1,21,7,7,20,6,-0.3,-4.6,97,19*
COC(=O)c1ccccc1NC(=O)c1ccnn1C,-7,-3,-1,-2,-1,0.0,1.1,93,2
COc1ccc(CNC(=O)C2CC(=O)N(C3CCCC3)C2)cc1 (centres undefined),-11,2,4,2,4,0.0,0.0,97,2
CC(=O)c1c(C)n(-c2cccc(Cl)c2)c2ccc(O)cc12,0,4,0,4,-1,0.1,-1.8,101,4
Cc1cccc(C=Nc2ccccc2C(N)=O)c1,7,0,3,3,1,-0.3,-0.2,104,-3
COc1ccc(-c2nnn(CC(=O)N3CCOCC3)n2)cc1,0,4,6,-4,4,0.0,-0.2,97,1
C/C(CC1(O)C(=O)N(C)c2ccccc21)=N\O (centres undefined),1,2,3,3,-12,0.1,2.3,95,1
O=C(Nc1cccc(S(=O)(=O)NC2=NCCC2)c1)c1cnc(Cl)c(Cl)c1,-16,-9,4,-11,/,0.2,/,127,/

# 6 entries picked at random from the list so far, as already listed:
SMILES,ZTA counter,Bcl-xL primary,GLD-1 TGE inh,MCL1-BIM inh,EBNA-1 inh,Efflux pump mplx,MEX-5 binding,CR mimetic SO,Fam108B inh
CCCc1c(C(=O)N/N=C/c2ccc(OC)c(OCc3ccccc3)c2)nnn1-c1nonc1N,-8,4,4,5,-10,0.3,0.1,91,-6
COc1cccc(CNC(=O)CCC2CCCN(Cc3ccc(OC(F)F)cc3)C2)c1 (centres undefined),14,2,-1,0,6,-0.1,-1.8,101,1
Cc1cccc(C=Nc2ccccc2C(N)=O)c1,7,0,3,3,1,-0.3,-0.2,104,-3
Cc1cc(C)c(C)c(S(=O)(=O)NCc2ccc(C(=O)N3CCCC3)cc2)c1C,-13,6,4,7,10,-0.1,-5.7,100,2
O=C(NC(=S)NNC(=O)c1ccccc1O)c1cccc([N+](=O)[O-])c1,21,7,7,20,6,-0.3,-4.6,97,19*
CC(=O)c1c(C)n(-c2cccc(Cl)c2)c2ccc(O)cc12,0,4,0,4,-1,0.1,-1.8,101,4

# Compounds were not picked by outcome; 2.3% or so of the library scored in one or more.
